697 NFkB inh: lowers PMA/ionomycin-induced NF-kB signal in 697 B cells; inhibition, % at 4 µM; 0.33% of 330,000 active; 697 B-cell NF-kB luciferase reporter, 16 h; AID 435022; in the data active means inhibition above about 35%
Mdm2-MdmX inh: human Mdm2/MdmX binding inhibition. O15151+Q00987. SaOS-2 split-luciferase Mdm2/MdmX complementation, luminescence. inhibition, % at 8 µM. 3% of 330,000 active. AID 485346;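 active means inhibition of at least 50% at 8 µM in the primary screen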
EBI2 antag: antagonists of human EBI2 receptor; P32249; EBI2 beta-arrestin recruitment, luminescence, 7a,25-OHC stimulated; inhibition, % at 5 µM; 0.81% of 360,000 active; AID 651636; in the data active means inhibition above about 38%;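 further: enzyme fragment complementation signal reports receptor beta-arrestin coupling in cells; 0% = agonist plus DMSO wells and 100% = wells without agonist; some results beyond the cut were filed as inactive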
Target sequence (P32249 whole entry, looked up, the tested form may be a part): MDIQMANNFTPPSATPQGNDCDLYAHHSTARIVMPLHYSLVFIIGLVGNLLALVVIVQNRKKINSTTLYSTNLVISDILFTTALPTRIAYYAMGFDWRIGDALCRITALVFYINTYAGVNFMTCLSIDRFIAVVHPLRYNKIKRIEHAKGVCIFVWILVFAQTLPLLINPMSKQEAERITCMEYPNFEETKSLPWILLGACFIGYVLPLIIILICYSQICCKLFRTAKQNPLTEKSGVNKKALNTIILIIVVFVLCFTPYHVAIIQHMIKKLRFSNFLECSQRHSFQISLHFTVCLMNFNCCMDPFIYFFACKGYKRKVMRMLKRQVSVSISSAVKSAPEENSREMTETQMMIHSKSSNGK
XBP1 UPR activ: activators of adaptive arm of unfolded protein response (XBP1); CHO-XBP1 luciferase reporter, IRE1-XBP1 UPR activation, luminescence; percent of tunicamycin response, DMSO as zero; AID 463104; activation, % at 20 µM; 0.33% of 330,000 active;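 active means versus positive control, 20 µM dose yields 30% or more activation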;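 further: 100% = tunicamycin at 10 µg/mL and 0% = DMSO only wells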
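Material: CHO-XBP1 cells stably carrying IRE1-XBP1-driven luciferase reporter | Medium: F12 with 10% serum | Compound dosing: 20 µM single concentration, DMSO 1% | Incubation: Overnight seeding at 37 °C, 6 h compound treatment at 37 °C | Detection: Steady-Glo luminescence read | Read-out basis: % activation of reporter signal versus tunicamycin and DMSO controls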
Gli-Sufu antag: antagonists of Gli-Sufu signaling; Sufu-KO-LIGHT fibroblasts, Gli luciferase reporter luminescence; 0.74% of 340,000 active; inhibition, % at 5 µM; AID 588413;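 active means inhibition above about 55%, limit read from the data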;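 further: 0% = DMSO-treated cells and 100% = wells with medium but no cells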
CCR6 antag: CCR6 (human) receptor antagonism; CHO-K1 CCR6 PathHunter beta-arrestin, luminescence, CCL20-stimulated; inhibition, % at 20 µM; 0.49% of 340,000 active;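 active means compounds whose inhibition of the agonist-driven luminescence signal at 20 µM reaches about 50%, limit read from the data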;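 further: cells stimulated with CCL20 at 14 nM final; plate controls were DMSO with CCL20 for no effect and DMSO without agonist for full effect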
Target sequence (P51684 whole entry, looked up): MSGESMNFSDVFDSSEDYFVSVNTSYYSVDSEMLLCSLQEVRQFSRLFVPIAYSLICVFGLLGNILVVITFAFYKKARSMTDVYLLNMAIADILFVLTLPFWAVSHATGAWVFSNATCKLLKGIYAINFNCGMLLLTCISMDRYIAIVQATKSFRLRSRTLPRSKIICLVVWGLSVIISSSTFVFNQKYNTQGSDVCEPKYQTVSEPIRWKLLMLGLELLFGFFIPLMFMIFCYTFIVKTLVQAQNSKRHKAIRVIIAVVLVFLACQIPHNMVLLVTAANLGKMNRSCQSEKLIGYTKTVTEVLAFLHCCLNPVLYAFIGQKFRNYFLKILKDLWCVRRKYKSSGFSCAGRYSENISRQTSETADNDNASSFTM
Jurkat NFkB inh: lowers PMA/ionomycin-induced NF-kB signal in Jurkat cells; PMA/ionomycin-induced NF-kB luciferase reporter, luminescence; AID 435003; 0.53% of 330,000 active; inhibition, % at 4 µM; in the data active means inhibition above about 50%
CXCR6 inh: CXCR6 (human) receptor inhibition; AID 602244; O00574; CHO-K1 PathHunter CXCR6 beta-arrestin, luminescence; 0.36% of 360,000 active; inhibition, % at 20 µM; in the data active means inhibition above about 34%, passing the limit was not always enough;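 further: antagonist mode with CXCL16 agonist at 10 nM final; 0% = 10 nM CXCL16 with DMSO and 100% = unstimulated wells without agonist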
UPR CHOP act: activators of apoptotic arm of unfolded protein response (CHOP) | 0.34% of 330,000 active | activation, % at 10 µM | CHO-CHOP luciferase reporter, UPR activation, luminescence; percent of tunicamycin response over DMSO baseline | AID 449763;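 active means at 10 µM dose, activation of 40% or more, normalized to positive control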;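 further: 100% = tunicamycin at 10 µg/mL and 0% = DMSO alone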
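Assay system: CHO-CHOP cells, stable luciferase reporter of PERK-eIF2a-CHOP signalling / Buffer or medium: F12 plus 10% serum / Compound dosing: one dose, 10 µM in 0.5% DMSO / Times: 6 h compound treatment, 37 °C / Technique: luciferase luminescence / Read-out: % reporter activation, DMSO baseline versus tunicamycin full activation / Benchmarks: tunicamycin and DMSO controls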
The depositor's hits bear a star; . = no result given.

Every second line gives: 697 NFkB inh	Mdm2-MdmX inh	EBI2 antag	XBP1 UPR activ	Gli-Sufu antag	CCR6 antag	Jurkat NFkB inh	CXCR6 inh	UPR CHOP act
- O=C(NCCc1ccccc1)C1CCC(=O)N(Cc2ccc(Cl)cc2)C1 (stereo unspecified)
  4	21	2	-4	5	-7	4	2	-0.5
- CCOc1cc(S(=O)(=O)NCCc2ccc(OC)c(OC)c2)c(OCC)cc1-n1cnnn1
  -3	-2	3	0	-2	2	-4	-4	0.0
- COc1cc(C2C(C#N)=C(N)OC3=C2C(=O)CC(C)(C)C3)cc([N+](=O)[O-])c1O (stereo unspecified)
  10	8	-1	-1	-10	37	1	12	-0.4
- CCCCN(CC)S(=O)(=O)c1ccc(C(=O)N(CCCN(C)C)c2nc3cc(C)cc(C)c3s2)cc1
  -2	71*	12	45*	28	0	-1	12	3.9
- C#CCNC(=O)C1=C[C@@H](C2CCCCC2)[C@H](CCCO)[C@@H](OCC)O1
  -6	16	8	0	19	20	3	2	1.7
- CCOc1cc(CNn2cnnc2)cc(Br)c1OCC(=O)NC1CCCCC1
  -2	4	-16	0	4	-15	-9	3	0.2
- O=C(c1ccc(Br)cc1)N1CCC2(CC1)NCCc1[nH]cnc12
  8	12	11	-5	-2	-5	1	-6	0.7
- CCC(C)N(C(=O)COc1ccc(NC(C)=O)cc1)C1CCS(=O)(=O)C1 (stereo unspecified)
  15	7	0	-3	-7	-5	1	-2	-1.5
- CCOc1ccc(C(=O)CCC(=O)Nc2ncccc2O)cc1
  5	-4	4	-1	-20	4	-1	-13	1.9
- O=C(c1ccncc1)N1N=C2CCCCCC2C1(O)C(F)(F)F (stereo unspecified)
  -9	6	7	0	-5	5	-8	-1	-3.3
- O=C(CN1C(=O)/C(=C\c2ccccc2Br)Oc2ccccc21)NCCCN1CCOCC1
  -2	30	4	0	24	68*	-5	1	4.3
- O=C(CNCC1CCCCC1)Nc1ccc(N2CCCCC2)cc1
  18	-5	.	0	.	.	11	.	-0.8
- COc1ccc(S(=O)(=O)N2CCC(n3cnc4ccccc43)CC2)cc1
  6	-7	-1	7	-11	10	7	-8	-0.7
- COc1cc2c(cc1OC)C(C)N(C(=O)c1cccc([N+](=O)[O-])c1)CC2 (stereo unspecified)
  -15	6	3	-4	-2	12	-19	6	-2.2
- Cn1c(=O)c2c(nc(NC3CCCCC3)n2CC(=O)C23CC4CC(CC(C4)C2)C3)n(C)c1=O
  -13	33	7	3	-2	18	-9	-3	-0.9
- O=C(Cc1ccccc1F)N1CCN(S(=O)(=O)c2ccc(Cl)cc2)CC1
  6	9	8	-1	.	3	-4	-12	-1.3
- Cc1cccc(OCCC(=O)NCC(=O)Nc2cccc(C)c2C)c1
  8	-12	-8	-2	-5	9	-8	9	-0.4
- COc1cc2c3nnc(-c4ccc(F)cc4)c-3cn(Cc3ccc(C)cc3)c2cc1OC
  -25	78*	-17	25	12	-2	6	-5	35
- CCC(C)(C)NC(=O)C(c1ccccc1)N(Cc1cccnc1)C(=O)c1csnn1 (stereo unspecified)
  13	30	4	1	0	1	3	-2	0.3
- CCOc1cc(/C=N/Nc2ncc(C)c(=O)[nH]2)ccc1O
  7	-12	6	-3	-2	1	-19	-9	-0.9

Some entries already given, showing only Mdm2-MdmX inh and EBI2 antag:
SMILES,Mdm2-MdmX inh,EBI2 antag
COc1cc2c(cc1OC)C(C)N(C(=O)c1cccc([N+](=O)[O-])c1)CC2 (stereo unspecified),6,3
Cn1c(=O)c2c(nc(NC3CCCCC3)n2CC(=O)C23CC4CC(CC(C4)C2)C3)n(C)c1=O,33,7
O=C(Cc1ccccc1F)N1CCN(S(=O)(=O)c2ccc(Cl)cc2)CC1,9,8

Additional structures follow.
Every second line gives: 697 NFkB inh	Mdm2-MdmX inh	EBI2 antag	XBP1 UPR activ	Gli-Sufu antag	CCR6 antag	Jurkat NFkB inh	CXCR6 inh	UPR CHOP act
- CN1C(=O)C2CN(CCc3ccccc3)CNC2N(C)C1=O (stereo unspecified)
  -23	-9	-7	-1	6	2	5	4	-2.2
- Cc1cc([N+](=O)[O-])nn1CC(=O)NNC(=S)Nc1ccc([N+](=O)[O-])cc1
  12	-17	11	-3	3	40	-3	27	1.7
- CCC12CN3CC(CC)(CN(C1)C3c1ccccc1Cl)C2O (stereo unspecified)
  -20	-12	-1	-3	-1	-2	-10	4	-2.8
- CC(OC(=O)c1cccc(S(=O)(=O)N2CCOCC2)c1)C(=O)NC1CCCCC1C (stereo unspecified)
  -12	-29	0	-2	1	5	-16	-7	0.0
- Cn1c(N)c(C(=O)COC(=O)c2ccc([N+](=O)[O-])o2)c(=O)n(C)c1=O
  -3	42	-4	-1	9	-3	-9	-21	0.3
- COc1ccc(CN2CC(=O)N(c3cc(Cl)ccc3C)C2=S)cc1OC
  -17	15	-5	-3	13	6	11	-16	0.7
- O=C(C(=O)N1CCc2ccccc2C1)c1cn(CC(=O)N2CCCCC2)c2ccccc12
  3	25	7	1	-3	16	7	1	-0.7
- CCCCNS(=O)(=O)c1ccc(S(=O)(=O)NCc2ccncc2)cc1
  -43	22	-18	-1	57*	-8	20	-12	3.4
- COc1cccc(NC(=O)c2ccc(NC(=O)C3CC(=O)OC34CCCCC4)cc2)c1 (stereo unspecified)
  3	-13	4	0	17	7	7	8	0.8
- O=C(NC1CCCc2c1cnn2-c1ccc(F)cc1F)c1cnccn1 (stereo unspecified)
  -26	-3	-5	-4	9	3	-2	7	-1.2
- Cc1cc(C)cc(NC(=O)C(OC(=O)c2cccs2)c2ccccc2)c1 (stereo unspecified)
  -9	17	2	-2	-3	10	-21	6	-1.3
- COc1ccc(CC(=O)Nc2ccc(S(=O)(=O)Nc3ncccn3)cc2)cc1OC
  -52	5	1	-2	0	9	-13	-6	1.4
- c1ccc(-c2ccccc2-c2nc(-c3cccnc3)no2)cc1
  -7	19	23	2	-6	5	3	4	-1.9
- CCOC(=O)/C=C1\SCC(=O)N1CC(=O)NC(c1ccccc1)c1ccccc1
  8	-20	-1	-2	5	7	-4	6	-0.7
- CCCn1nnnc1NC(=O)COc1ccc(Cl)c(C)c1
  3	22	-3	-6	0	2	-7	-2	-2.7
- Cc1cc(NS(=O)(=O)c2ccc(NC(=O)C(C)N3C(=O)c4ccccc4C3=O)cc2)nc(C)n1 (stereo unspecified)
  9	9	8	1	-3	-13	-8	7	-1.4
- Cc1nnc2n(Cc3ccccc3)c(=O)c3c4c(sc3n12)COC(C(C)C)C4 (stereo unspecified)
  -4	25	3	-3	0	-16	10	17	0.0
- Cc1cc(NC(=O)C(C)SCC(=O)N(C)CC(=O)Nc2ccccc2Br)no1 (stereo unspecified)
  -2	9	4	-3	-8	14	10	3	0.3
- O=C(O)CCC(NC(=S)Nc1ccccc1)C(=O)O (stereo unspecified)
  8	17	-8	2	27	7	0	9	0.4
- Cc1cc(C)c2c3c(c(-c4ccccc4)n2n1)c(=O)n(C)c(=O)n3C
  .	.	-11	.	-1	1	.	4	.

One compound at a time, from the list above.
Cc1nnc2n(Cc3ccccc3)c(=O)c3c4c(sc3n12)COC(C(C)C)C4 (stereo unspecified) as listed: 697 NFkB inh: -4; Mdm2-MdmX inh: 25; EBI2 antag: 3; XBP1 UPR activ: -3; Gli-Sufu antag: 0; CCR6 antag: -16; Jurkat NFkB inh: 10; CXCR6 inh: 17; UPR CHOP act: 0.0
COc1ccc(CC(=O)Nc2ccc(S(=O)(=O)Nc3ncccn3)cc2)cc1OC as listed: 697 NFkB inh: -52; Mdm2-MdmX inh: 5; EBI2 antag: 1; XBP1 UPR activ: -2; Gli-Sufu antag: 0; CCR6 antag: 9; Jurkat NFkB inh: -13; CXCR6 inh: -6; UPR CHOP act: 1.4

CCR6 antag: what is marked active above.
| Structure | 697 NFkB inh | Mdm2-MdmX inh | EBI2 antag | CCR6 antag | Jurkat NFkB inh | CXCR6 inh |
| --- | --- | --- | --- | --- | --- | --- |
| O=C(CN1C(=O)/C(=C\c2ccccc2Br)Oc2ccccc21)NCCCN1CCOCC1 | -2 | 30 | 4 | 68* | -5 | 1 |

Other structures.
Every second line gives: 697 NFkB inh	Mdm2-MdmX inh	EBI2 antag	XBP1 UPR activ	Gli-Sufu antag	CCR6 antag	Jurkat NFkB inh	CXCR6 inh	UPR CHOP act
- Cc1c(C)c2ccc(OCC(=O)N3CCC(C(=O)O)CC3)c(C)c2oc1=O
  30	10	0	-2	2	-5	-7	2	-0.1
- Cc1ccc2c(c1)NCC(C(=O)NC1CCC(C)CC1)O2 (stereo unspecified)
  -43	18	0	2	-13	10	-35	4	2.9
- Cc1ccc(NC(=O)CN(C)C(=O)c2ccc(Cl)nc2)cc1
  13	6	-6	10	-22	-2	8	-1	-1.4
- O=C(NC(=S)NC(CO)Cc1ccccc1)c1ccc(F)cc1 (stereo unspecified)
  -85	-20	3	-2	-30	13	-49	25	21
- CC(C)C(NS(=O)(=O)c1ccccc1F)C(=O)N1CCc2ccccc2C1 (stereo unspecified)
  6	-24	11	1	2	6	-9	-3	0.8
- C=CCn1cnc2scc(-c3ccc(C)c(C)c3)c2c1=O
  9	12	4	0	-3	25	1	8	-0.7
- C=CCN(C(=O)c1csnn1)C(C(=O)NC1CCCCC1)c1ccccc1F (stereo unspecified)
  -7	-19	-12	1	-12	10	-11	4	-0.3
- Cn1ccsc1=NC(=O)c1ccccc1OC(F)F
  -14	-1	-5	-4	-1	-5	-1	-3	1.2
- C/C(=N\NC(=O)Cn1nc(C)c(Br)c1C)c1cccs1
  -19	-3	6	0	10	4	-21	-1	-0.3
- Cc1ccc(N2C(=O)CC(Sc3ncn[nH]3)C2=O)cc1 (stereo unspecified)
  15	8	3	-2	7	0	-7	-10	0.2
- CC(C)N(Cc1ccccc1)C(=O)COC(=O)C1CCN(S(=O)(=O)c2ccc3c(c2)OCCO3)CC1
  0	-8	-1	-2	25	11	3	4	-1.0
- CCOC(=O)c1cc(-c2nnc(-c3cc(OC)c(OC)c(OC)c3)o2)c(C)nc1C
  19	48	-9	1	11	5	4	-3	4.6
- O=C(NC(=S)NCc1ccc2c(c1)OCO2)c1ccccc1
  -52	19	1	-1	-2	-3	-3	-12	2.9
- Cc1ccc(NC(=O)CN(C)C(=O)COC(=O)c2oc3ccccc3c2C)cc1
  12	-21	-7	-2	0	5	11	10	3.5
- O=C(O)c1ccc(COc2ccc(/C=N/NC(=O)c3cccs3)cc2)cc1
  -3	-7	-7	0	-7	-1	-7	-8	-1.3
- Cc1ccc(NC(=O)COC(=O)c2ccc3c(=O)n4c(nc3c2)CCC4)c(Br)c1
  4	17	-13	-2	-2	7	2	0	-0.9
- Cc1cc(C)c2c(N)c(-c3nc4ccccc4[nH]3)sc2n1
  -71	-134	-6	2	-14	-3	-76	19	4.1

High-throughput results: PubChem BioAssay, Sanford-Burnham Center for Chemical Genomics
